Screening results (PubChem BioAssay)
iPSC survival up – increases survival of single human iPS cells | hiPSC single-cell survival, ATPlite luminescence; 100% = ROCK inhibitor wells, 0% = DMSO | survival enhancement, % at 20 µM | 0.044% of 360,000 active | AID 602274; in the data active = survival enhancement above about 18%;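 also: cells exposed to compounds for 16 hours before the ATP read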
ABHD5 PLIN5 PPI – ABHD5-PLIN5 protein interaction inhibition; Split G. princeps luciferase complementation, luminescence, 4 h; inhibition, % at 4 µM; 0.78% of 360,000 active; AID 602281;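 active = inhibition above the mean inhibition across every tested compound plus 3 SD, cut at about 22% in these data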;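 also: 0% = DMSO only wells and the 100% control is not disclosed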
ABCB6 inh 2 – inhibitors of human ABC transporter ABCB6 | Q9NP58 | K562-ABCB6 porphyrin accumulation, flow cytometry, 1 h; active compounds read low | fluorescence ratio to DMSO, % at 10 µM | 0.19% of 360,000 active | AID 602162;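 active = fluorescence ratio to DMSO below 75%, the collection mean minus 3 SD; inconclusive = too few cells collected in the well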;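 also: signal is porphyrin accumulated inside mitochondria; 100% equals median channel fluorescence of DMSO control wells; lower ratio means ABCB6 inhibition with less porphyrin fluorescence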
Target sequence (Q9NP58 whole entry, looked up): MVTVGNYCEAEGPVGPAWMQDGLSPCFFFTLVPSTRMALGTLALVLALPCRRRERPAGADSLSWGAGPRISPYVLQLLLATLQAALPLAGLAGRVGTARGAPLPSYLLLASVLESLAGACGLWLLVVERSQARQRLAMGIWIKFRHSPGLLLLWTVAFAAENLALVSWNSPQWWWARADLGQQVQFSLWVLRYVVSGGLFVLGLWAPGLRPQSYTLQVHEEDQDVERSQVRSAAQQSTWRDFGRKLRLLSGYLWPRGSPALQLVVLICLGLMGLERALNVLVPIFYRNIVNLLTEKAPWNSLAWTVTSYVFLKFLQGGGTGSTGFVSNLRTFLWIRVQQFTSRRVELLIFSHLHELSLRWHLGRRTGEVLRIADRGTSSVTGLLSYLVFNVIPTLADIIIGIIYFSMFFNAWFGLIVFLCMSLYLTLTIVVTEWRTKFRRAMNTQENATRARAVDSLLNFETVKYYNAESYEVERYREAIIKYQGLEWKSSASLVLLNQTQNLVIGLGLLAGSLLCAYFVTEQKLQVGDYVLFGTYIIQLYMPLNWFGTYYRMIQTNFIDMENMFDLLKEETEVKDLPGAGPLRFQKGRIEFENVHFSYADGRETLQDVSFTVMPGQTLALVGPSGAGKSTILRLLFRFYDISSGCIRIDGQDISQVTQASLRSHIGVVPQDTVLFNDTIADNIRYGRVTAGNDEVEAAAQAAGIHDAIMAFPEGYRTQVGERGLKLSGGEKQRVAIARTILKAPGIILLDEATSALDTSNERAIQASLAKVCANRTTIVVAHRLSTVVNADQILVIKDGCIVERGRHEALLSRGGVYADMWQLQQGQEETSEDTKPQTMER
HTR2A ag – activates the mouse 5-HT2A serotonin receptor; activation, % at 7.6 µM; AID 624169; CHO-K1 mHTR2A beta-arrestin complementation, luminescence; percent of 30 µM serotonin response; 0.66% of 360,000 active;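 active = activation above a run cutoff, the mean activation of all tested compounds plus 3 SD, cut at about 14% in these data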;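 also: 0% = plate median of compound wells and 100% = 30 µM serotonin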
MC4R antag cAMP – antagonists of human melanocortin 4 receptor (MC4R) | P32245 | MC4R-expressing cells, MTII-stimulated cAMP, LANCE TR-FRET | inhibition, % at 6.5 µM | 0.48% of 360,000 active;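 active = inhibition above its plate's cutoff, the mean of tested wells on that plate plus 3 SD, cut at about 29% in these data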;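 also: 0% = Melanotan II alone and 100% = Melanotan II plus saturating MCL0020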
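System: U2OS cells stably expressing human melanocortin 4 receptor (MC4R). Reagent: Melanotan II challenge after compound preincubation. Doses: 6.5 µM. Times: 30-min compound, 1-h challenge, 1-h detection, room temperature. Measured by: TR-FRET with Eu-cAMP and labeled anti-cAMP, 671 nm. Replicates: singlicate.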
aDG glyco up – alpha-DG glycosylation activation | Pro5-aDG cells, alpha-DG glycosylation AlphaScreen (IIH6); 0% Pro5, 100% B10-LARGE cell signal | activation, % at 10 µM | 0.22% of 360,000 active;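 active = activation of at least 8% versus controls, or a plate z-score of at least 8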;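 also: Pro5 are CHO cells carrying HIG-tagged alpha-DG that lacks glycosylation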
Exocytosis inh – lytic granule exocytosis inhibition. TALL-104 LAMP-1 surface exposure, flow cytometry; cells stimulated with thapsigargin and PMA. inhibition, % at 10 µM. 0.66% of 360,000 active;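 active = inhibition above about 55%, limit read from the data; inconclusive = no clear call, values can overlap the other calls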
MC4R ag barr – activates human MC4R beta-arrestin recruitment | AID 540308 | U2OS MC4R beta-arrestin complementation, luminescence; percent of melanotan II response, DMSO zero | P32245 | activation, % at 8.9 µM | 0.98% of 360,000 active;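 active = activation above a per-plate cutoff, the mean activation of sample wells on that plate plus 3 SD, cut at about 8% in these data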
H9c2 protect – protects H9c2 cardiomyocytes from peroxide injury | H2O2 injury protection, ATPLite, 2 h | protection from H2O2 cell death, % at 20 µM | 0.63% of 360,000 active | AID 588492;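 active = compounds giving at least 50% protection of heart cells from peroxide-induced death in the single-dose screen, raw or plate-pattern-corrected value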;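 also: 0% = DMSO wells with peroxide and 100% = DMSO wells without peroxide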
N-glyco inh – N-linked glycosylation inhibition; D54 ERlucT glycosylation luciferase reporter, 24 h; percent of 100 nM tunicamycin response; reporter increase, % at 12.5 µM; 0.23% of 360,000 active; AID 588692;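 active = mean luciferase reporter signal, scaled so untreated is 0 and the glycosylation-blocking control 100, at or above a set limit in every replicate; inconclusive = mean reaches the limit but not every replicate does; inactive = mean below the limit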;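 also: luciferase carries N-glycosylation sites so blocking glycosylation raises the light; 0% = median of neutral control wells and 100% = median of 100 nM tunicamycin wells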
Starred values were filed as active, the others as inactive; ? = inconclusive; . = no result given. Hits appear at their usual frequency (roughly 4.5% active in at least one column).

item	Structure	iPSC survival up	ABHD5 PLIN5 PPI	ABCB6 inh 2	HTR2A ag	MC4R antag cAMP	aDG glyco up	Exocytosis inh	MC4R ag barr	H9c2 protect	N-glyco inh
1	O=C(Nc1ccc2c(c1)CCC2)c1cc(S(=O)(=O)N2CCN(c3ccccc3)CC2)ccc1Cl	-2.3	-1.2	102.0	-7.4	10.6	-0.2	1.0	-2.0	-3.3	-5.2
2	CN(NC1OC(=O)c2ccccc21)c1ccc(Cl)cc1[N+](=O)[O-] (stereo not drawn)	-0.1	-4.1	104.0	-4.0	-1.0	0.1	1.9	1.5	5.2	1.2
3	CCC(=O)Nc1ccc(S(=O)(=O)NC[C@H]2O[C@@H](n3cc(C)c(=O)[nH]c3=O)C[C@@H]2O)cc1	-0.5	-5.1	102.0	1.7	4.4	-0.1	-0.3	-0.2	0.3	2.4
4	CC(C)C[C@@H](C(=O)NC1CCN(Cc2ccccc2)CC1)N1C(=O)N2CCc3c([nH]c4ccccc34)[C@@]2(C)C1=O	-2.3	3.7	101.0	-7.1	6.0	0.6	25.8	-0.2	-3.7	-10.2
5	COc1ccccc1CNc1ncnc2c1nnn2Cc1ccccc1	0.6	-2.9	103.0	8.0	3.7	0.3	0.7	-1.0	3.4	-4.2
6	Cc1cc(=O)n2nc(N3CCC(C(=O)NCc4cccc(Br)c4)CC3)sc2n1	-0.3	-0.6	96.0	-4.0	0.3	0.0	4.2	0.1	-3.7	5.3
7	COc1ccc(C2=NS(=O)(=O)N(C)C(C(=O)Nc3cc(OC)c(OC)c(OC)c3)=C2)cc1	-0.3	-5.0	87.0	3.9	10.0	-0.1	1.5	-3.5	-5.1	4.9
8	CCCS(=O)(=O)N1CCC(C(=O)NCC2CCCO2)CC1 (stereo not drawn)	-1.1	0.9	93.0	7.6	9.2	0.0	0.3	-1.4	2.5	0.4
9	CNC[C@H]1OCCCC[C@H](C)Oc2ccc(NC(=O)CCCN(C)C)cc2C(=O)N([C@H](C)CO)C[C@@H]1C	0.8	1.1	100.0	2.7	2.8	-0.1	2.5	-0.7	3.1	0.9
10	CCN(CC)CCCC(C)n1c(C)cc(C(=O)NS(=O)(=O)c2ccc(C)cc2)c1C (stereo not drawn)	0.7	-3.2	96.0	1.4	-1.6	0.1	11.0	-1.0	3.0	2.2
11	O=C1C(=O)N(Cc2cccnc2)C(c2cccc(F)c2)/C1=C(/O)c1ccc2c(c1)OCO2 (stereo not drawn)	-0.1	-0.6	98.0	4.7	6.6	-0.4	?	-3.2	7.5	1.6
12	CC(=O)CC(C)(C)Nc1nc2ccc([N+](=O)[O-])cc2o1	0.2	6.7	100.0	-2.2	-4.4	-0.1	12.8	-0.4	-1.6	0.5
13	CCCCCC1CC(CC/C(C)=N/NC(N)=O)C(=O)O1 (stereo not drawn)	3.0	4.3	107.0	2.4	5.2	0.1	5.2	1.5	8.8	0.1
14	Nc1cc([N+](=O)[O-])ccc1N1C(=O)CCCC1=O	0.0	-6.7	99.0	0.6	1.2	0.1	-1.9	-2.7	-0.8	-0.9
15	COCCNc1oc(-c2cccs2)nc1S(=O)(=O)c1ccc(C)cc1	-0.6	-9.4	100.0	-0.6	-1.4	0.0	-1.4	-2.8	1.5	-1.4
16	CCC(C)(C)NC(=O)/C=C/c1cc(OC)c(OC)c(S(=O)(=O)N2CCc3ccccc32)c1	-0.6	2.1	91.0	2.5	9.4	0.0	-1.0	0.0	-4.2	-1.8
17	COCCC(=O)Nc1c(-c2ccccc2)c2cc(Br)ccc2[nH]c1=O	2.1	-4.5	96.0	6.0	0.7	-0.1	-8.0	-0.1	6.8	6.2
18	O=C1c2c(-c3ccc(Br)cc3)noc2CCN1Cc1cn(Cc2ccccc2)nn1	.	12.4	.	-2.9	.	5.1	4.1	.	.	.
19	CCC(C(=O)NCCc1ccccc1)c1ccccc1 (stereo not drawn)	-0.2	-5.1	101.0	0.1	4.0	-0.1	-1.5	-0.1	-0.2	-0.6
20	Cc1cc2ccccn2c1C(=O)Nc1cccc(Cl)c1	-0.4	-7.1	101.0	0.9	5.1	0.1	-11.1	4.5	-10.6	1.4
21	Cc1ccc(N(CC(=O)NC2CCCC2)C(=O)CNC(=O)c2cccs2)cc1F	-0.3	-3.6	94.0	-0.4	-3.7	-0.1	-0.5	0.3	15.9	-2.5
22	CCOc1ccc(CN2CCC(C(=O)Nc3cccc(-c4ccn[nH]4)c3)CC2)cc1Cl	-0.3	2.1	102.0	1.4	-3.4	0.1	20.1	-0.2	1.5	-0.5
23	CCOC(=O)N1CCN(S(=O)(=O)c2cc(OCC)ccc2OCC)CC1	-0.2	0.9	99.0	-0.1	2.5	0.1	0.1	-0.3	1.2	-1.3
24	Cc1cc(SCc2cc(=O)n3ccsc3n2)nc2ccccc12	1.5	2.0	92.0	2.2	-0.7	0.0	0.2	1.0	24.1	0.1
25	COC(=O)c1cc(NC(=O)COC(=O)CCc2c[nH]c3ccccc23)cc(C(=O)OC)c1	-0.1	-8.5	95.0	0.6	7.5	-0.1	-8.5	-0.9	-3.7	3.9
26	CCOc1ccc(S(=O)(=O)Nc2cc(S(=O)(=O)N3CCOCC3)ccc2OC)cc1	-0.6	2.1	100.0	-1.4	8.5	-0.1	-0.6	-2.3	3.5	0.9
27	C#CCSc1nc(=O)c2cccnc2n1-c1ccc(C)cc1	-0.7	-2.3	100.0	4.5	3.7	-0.1	1.9	2.1	-0.6	-0.2
28	O=C(O)C1CCCN(CCC=C(c2ccccc2)c2ccccc2)C1 (stereo not drawn)	2.0	3.3	93.0	-7.1	2.3	-0.2	-3.1	0.6	10.7	1.4
29	Cc1ccc(NC(=O)C2CCCN(S(=O)(=O)c3cccc4nonc34)C2)cc1 (stereo not drawn)	-0.7	-6.8	97.0	7.3	-1.0	0.0	3.8	4.7	-0.5	0.2
30	COc1ccc(Br)cc1CN1CCSCC1	0.8	3.6	95.0	0.1	11.8	0.1	-3.3	0.5	2.7	-0.1
31	CCOC(=O)C(=O)N(C)c1c(CC)nc2c(OCc3cc(Cl)cc(Cl)c3)cccn12	-3.2	6.9	80.0	-1.2	-1.2	0.0	-2.0	0.6	0.5	-1.8
32	O=C(NC(=S)NNC(=O)c1cc2ccccc2cc1O)c1ccco1	0.4	6.7	100.0	6.2	4.7	0.4	0.9	-2.6	24.2	-0.8
33	Cc1ccsc1C(=O)OCC(=O)N1C(C)CCCC1C (stereo not drawn)	0.2	-2.9	90.0	-2.4	0.0	0.5	-0.3	-0.5	-5.8	-1.3
34	CC(=O)c1c(C)[nH]c(C(=O)CN2C(=O)NC(C)(c3ccc4c(c3)OCO4)C2=O)c1C (stereo not drawn)	-0.3	-1.7	94.0	4.9	0.7	0.0	-2.1	0.4	0.5	5.0
35	O=C(CC1SC(N2CCOCC2)=NC1=O)Nc1ccccc1Cl (stereo not drawn)	3.1	5.9	97.0	-1.4	0.5	0.0	-3.7	0.3	-2.4	1.1
36	O=C(CCCc1nc(-c2ccccc2Cl)no1)NCc1cccnc1	-0.9	0.7	98.0	9.4	-5.3	0.2	0.7	-0.6	-8.3	0.4
37	O=C(c1cc(-c2ccc(F)cc2)on1)N1CCCc2ccccc21	0.4	-3.9	99.0	-2.3	2.2	0.6	-0.4	-0.1	-6.8	-0.9
38	Cc1ccc2nc(SC(C)C(=O)NC3CCCc4ccccc43)[nH]c2c1 (stereo not drawn)	4.3	-9.4	98.0	-3.2	4.8	-0.1	3.2	0.4	-6.0	-1.1
39	O=C(COc1ccc(-c2ccccc2)cc1)NNC(=O)NC1CCCCC1	-3.0	5.2	100.0	2.1	-1.3	-0.1	-1.2	2.8	-4.3	-0.8
40	Cc1cc(N2CCOCC2)nc2ccc(NC(=O)CCC(=O)N3CCN(c4ccccc4F)CC3)cc12	-0.6	-4.1	95.0	-4.2	5.5	-0.1	4.3	-0.5	1.5	0.0
41	Cc1cc(C)c(C)c(OCCCN(C)C)c1	4.0	0.8	98.0	-5.8	0.8	0.2	-1.9	-2.3	-0.1	1.4
42	CN(C)C(CNC(=O)c1ccc(Br)cc1)c1ccco1 (stereo not drawn)	-0.3	1.9	98.0	-12.9	14.2	0.0	-3.2	0.2	-0.3	-0.3
43	O=c1c2[nH]c3ccc(F)cc3c2nc2n1CCCS2	-0.9	-7.6	83.0	3.8	5.5	0.2	-0.9	-1.7	-3.4	2.1
44	COc1ccc(OCC(=O)Nc2cc(S(=O)(=O)N3CCCC3)ccc2Cl)cc1	-0.3	-1.1	93.0	-0.1	-2.2	0.1	2.5	9.0*	-6.1	-2.8
45	O=C(NC(=S)Nc1ncccn1)c1ccccc1Br	-0.7	-15.4	98.0	-5.2	4.6	0.0	-0.9	-0.6	-3.8	0.9
46	O=C(COC(=O)c1cc(S(=O)(=O)N2CCOCC2)ccc1O)NCc1ccc2c(c1)OCO2	0.1	3.4	104.0	-2.4	15.8	1.4	9.4	-0.2	0.2	1.5
47	Cc1c(O)ccc(C(=O)CN2CCN(Cc3ccc4c(c3)OCO4)CC2)c1O	-1.8	-0.3	105.0	-6.4	13.4	0.8	1.0	-1.7	-8.0	0.4
48	O=C(COc1cccc(-n2cnnn2)c1)Nc1ccccc1	-0.8	-4.5	99.0	5.0	-4.2	0.0	6.3	2.6	-7.5	0.6
